# NPSR antag – antagonists of human neuropeptide S receptor cAMP signaling | Q6W5P4 | CHO-NPSR cells, cAMP TR-FRET, antagonist mode | Potency, µM (titrated, usually from 38.3 µM), inactives show at the top dose activity change, negative = inhibition, hits mostly inhibitors | actives 1% (n = 220,000); further: on the % scale 0 is the no-effect control and ±100 the full control effect; nearly all actives have a fitted effect of over 50% in size; many of its hits are not listed in these tables
# GLA spleen mod – inhibits or activates alpha-galactosidase in human spleen homogenate | P06280 | human spleen homogenate, 4MU-alpha-Gal fluorescence, 40 min | Potency, µM (titrated, usually from 80 µM), inactives show top-dose activity change, negative = inhibition, hits mostly inhibitors | actives 0.008% (n = 240,000) | AID 2107;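 further: 0% = enzyme with vehicle and -100% = no enzyme basal signal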
# Target sequence (P06280 32-429 limits assumed): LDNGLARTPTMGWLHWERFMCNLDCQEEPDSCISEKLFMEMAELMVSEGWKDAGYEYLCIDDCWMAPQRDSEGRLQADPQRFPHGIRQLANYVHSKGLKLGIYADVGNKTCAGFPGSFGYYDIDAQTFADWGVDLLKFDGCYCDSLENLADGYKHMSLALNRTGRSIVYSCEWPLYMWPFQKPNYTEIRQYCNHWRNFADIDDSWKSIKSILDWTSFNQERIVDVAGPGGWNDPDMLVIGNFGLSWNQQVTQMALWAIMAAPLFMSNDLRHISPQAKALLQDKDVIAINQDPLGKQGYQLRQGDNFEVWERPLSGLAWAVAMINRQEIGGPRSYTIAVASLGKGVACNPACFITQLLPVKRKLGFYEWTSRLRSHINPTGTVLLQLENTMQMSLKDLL
#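 Inhibition or activation of alpha-galactosidase in human spleen homogenate is scored by 4-MU fluorescence after 40 min at 37C, pH 5.0, with 1 mM substrate. AC50s come from concentration-response fitted to the Hill equation.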
# GAA glycogen mod – GAA glycogen-cleavage inhibition or activation | recombinant GAA, glycogen substrate, Amplex Red glucose oxidase fluorescence | Potency, µM (titrated, usually from 76.4 µM), without a hit: at the top dose activity change, negative = inhibition, hits mostly inhibitors | actives 0.38% (n = 300,000) | AID 2100;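 further: 0% = full enzyme reaction and -100% = no-enzyme basal signal; the screen sought inhibitors and activators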
#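 Recombinant human alpha-glucosidase (4 nM final) hydrolysed bovine liver glycogen (30 ug) for 40 min at 37 C in pH 5.0 citrate/phosphate with 0.01% Tween-20. Released glucose detected by glucose oxidase/Amplex Red, Ex 573/Em 610 nm. Compounds up to 77 uM; AC50 from Hill fits.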
# Tau fluor counter – counter-screen for tau fibril formation inhibitors | actives 0.93% (n = 280,000) | Potency, µM (titrated, usually from 57.7 µM), without a hit: at the highest dose activity change, negative = decrease | tau K18 P301L (four-repeat tau fragment) Alexa594 fluorescence, heparin fibrillization | AID 1463; further: on the % scale 0 is the no-effect control and ±100 the full control effect; nearly all actives have a fitted effect of over 55% in size
#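 Human K18 P301L tau (15 uM unlabeled plus 0.24 uM Alexa 594-labeled, final) in 100 mM sodium acetate pH 7 was mixed with compound and 20 uM heparin and incubated 6 hr at 37 C.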
# GAA spleen mod – inhibitors or activators of human alpha-glucosidase in spleen homogenate. human spleen homogenate, 4-MU-alpha-glucoside fluorescence. Potency, µM (titrated, usually from 79.9 µM), for the others: at the top dose activity change, negative = inhibition, usual class: inhibitors. actives 0.006% (n = 240,000);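 further: 0% = enzyme with vehicle and -100% = no enzyme basal signal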
#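 Enzyme source: human spleen homogenate, 1 ug/well. Buffer 50 mM citric acid/K phosphate pH 5.0, 0.01% Tween-20. 4-MU-alpha-glucoside 1 mM; 37 C x 40 min; NaOH/glycine stop; fluorescence.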
# Epigenetic derep – derepresses silenced GFP reporter in murine cells; murine LDR cells, GFP reporter derepression, 30 h; Potency, µM (highest dose often 53.9 µM), for the others: at the top dose GFP activation, actives largely listed as activators; actives 0.2% (n = 280,000); AID 1865; further: % of control where 0% means no effect; nearly all actives have a fitted effect of over 60% in size
#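 Murine LDR cells carrying a silenced, genomically integrated CMV-driven GFP reporter were exposed to compound for 30 hours at 37 C. After PBS washes, GFP-positive cells (20–120 um objects) were counted by laser-scanning microplate cytometry.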
# GAA inh – inhibitors of human lysosomal alpha-glucosidase | P10253 | purified human GAA, 4-MU-alpha-glucoside fluorescence | Potency, µM (series often up to 76.9 µM), without a hit: top-dose activity change, negative = inhibition, hits mostly inhibitors | actives 0.005% (n = 200,000) | AID 1466;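 further: plate controls were uninhibited enzyme wells for no effect and no-enzyme background for full effect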
#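 qHTS format, compound range up to 77 uM. Human lysosomal enzyme at 4 nM, 400 uM 4-MU glucoside substrate, pH 5.0, 20 min room temperature; fluorescence after alkaline stop gives activity normalized to controls.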
# ALDH1A1 block – ALDH1A1 (human) enzyme inhibition; P00352; Purified ALDH1A1, NADH fluorescence, propionaldehyde substrate; Potency, µM (top dose mostly 75.3 µM), inactives show at the highest dose activity, negative = inhibition, most hits filed as inhibitors; actives 7.3% (n = 220,000); active means well fitted inhibition curve with a large enough effect, not every such curve was filed as active; inconclusive means small, poorly fitted or top-dose-only effect, or another doubt; inactive means no such curve, though single readings can be large or run the other way;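 further: plate controls were no enzyme wells and a reference inhibitor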
# Target sequence (P00352 whole entry, looked up): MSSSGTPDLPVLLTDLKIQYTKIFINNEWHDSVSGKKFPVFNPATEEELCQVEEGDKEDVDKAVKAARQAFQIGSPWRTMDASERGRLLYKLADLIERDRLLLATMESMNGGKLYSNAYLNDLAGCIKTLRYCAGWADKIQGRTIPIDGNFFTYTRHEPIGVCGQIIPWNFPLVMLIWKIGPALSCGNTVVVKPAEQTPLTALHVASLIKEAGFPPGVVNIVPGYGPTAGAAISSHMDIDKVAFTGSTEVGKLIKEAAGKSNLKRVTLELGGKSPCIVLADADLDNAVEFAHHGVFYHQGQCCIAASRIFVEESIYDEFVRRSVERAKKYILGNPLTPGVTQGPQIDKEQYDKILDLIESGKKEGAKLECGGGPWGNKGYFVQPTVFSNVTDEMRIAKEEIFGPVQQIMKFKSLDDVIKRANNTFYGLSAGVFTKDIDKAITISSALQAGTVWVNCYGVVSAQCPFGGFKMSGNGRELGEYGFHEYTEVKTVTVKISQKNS
# An asterisk follows results filed as active; ? = inconclusive; nt = no result given; [ ] = dose if it differs, or a comment. Unless noted, the call rests on the fitted dose curve; in most records, active means well fitted curve in the direction sought with a large enough effect; inconclusive means small, poorly fitted or top-dose-only effect, or another doubt; inactive means no such curve, though single readings can be large; an effect the other way counts as inactive or inconclusive. Potency means the concentration at half of the fitted maximal effect. Not all compounds are listed; the hit share may differ from the screen's.
SMILES,NPSR antag,GLA spleen mod,GAA glycogen mod,Tau fluor counter,GAA spleen mod,Epigenetic derep,GAA inh,ALDH1A1 block
Cc1nnnn1/C(=C\c1ccccc1)C(=O)OCC(=O)NC(C)(C)C,2.3%,4.5%,12.7%,-0.1%,2.4%,0.0%,3.1%,2.9%
COc1ccc(-c2nc(CCl)cs2)cc1OC,10.0%,7.5%,9.2%,4.2%,-2.8%,-0.9%,-3.6%,?
CCN(CC(=O)NCCc1ccc(F)cc1)Cc1nc2ccccc2c(=O)[nH]1,4.0%,2.0%,-0.2%,6.9%,7.9%,-1.9%,nt,nt
CC(C(=O)OCC(=O)Nc1ccc(S(=O)(=O)N2CCCCC2)cc1)N1C(=O)c2ccccc2C1=O (configuration not stated),-24.8%[46.1 µM],-4.6%,-4.3%,?,-2.3%,1.1%,-2.1%,-7.9%
O=S(=O)(c1ccccc1)c1ncc(C(F)(F)F)cc1Cl,-29.2%,-4.1%,5.0%,-0.9%,-5.8%,?,2.3%,10µM*
CCN(CC)S(=O)(=O)c1ccc(-c2nnc(SCC(=O)Nc3ccc(OC)cc3)o2)cc1,-11.0%[46.1 µM],-5.8%,4.2%,-4.0%,-8.3%,-1.0%,2.0%,-3.9%
COC(=O)C1=C(C)N(Cc2cccnc2)C(=O)/C1=C\c1sccc1C,42.6%,-10.3%,-2.1%,-27.8%,-4.3%,0.2%,2.2%,-6.5%
CC(C)CN(C)Cc1c(C(=O)N2CCc3ccccc3C2)nc2ccc(Cl)cn12,?,3.5%,-4.8%,-8.5%,-5.9%,0.7%,-3.2%[15.4 µM],7.94µM*
C=CCn1c(COc2ccc(Cl)cc2)nnc1SCC(=O)c1c(N)n(C)c(=O)n(C)c1=O,17.7%,12.8%,6.6%,-5.5%,12.6%,-0.4%,7.9%,18.9%
CC(=O)c1c(C(C)=O)c(C)n(-c2cccc3cccnc23)c1C,-22.9%,6.9%,-9.3%,-6.6%,5.3%,4.7%,-14.6%,?
O=C(c1ccncc1)N1CCN(C2CCC(c3ccccc3)CC2)CC1 (configuration not stated),3.4%,4.1%,7.0%,-7.9%,3.8%,1.0%,nt,nt
CC(Cc1ccccc1)C(=O)NCC1CC1 (configuration not stated),nt,2.9%,nt,-13.5%,-16.5%,1.6%,nt,2.6%
NC(=O)c1ccccc1N/C=C/C(=O)c1cccs1,-11.3%,-4.0%,0.9%,-10.9%,-2.3%,0.0%,?,?
CC(C)CCn1c(=O)c(C(=O)N/N=C/c2cccc(F)c2)c(O)c2ccccc21,-27.9%,0.5%,-0.7%,-1.3%,2.9%,0.0%,7.9%,5.9%
O=C(Nc1nnc(-c2ccccc2Cl)o1)c1cccnc1,-11.9%[46.1 µM],1.8%,1.1%,7.1%,0.0%,0.0%,2.9%,13.1%
O=C(NCc1ccc2c(c1)OCO2)c1ccncc1,-1.6%[46.1 µM],2.6%,12.1%,5.5%,6.9%,-4.1%,-2.4%,-5.6%
CC(=O)C1=C(O)CC(c2ccccc2)CC1=NCCc1c(C)[nH]c2ccc(C)cc12 (configuration not stated),-9.0%,4.0%,-0.6%,-1.9%,-12.7%,-7.0%,1.9%,?
CCOc1ccccc1N1C(=O)CC(Sc2ncccc2C(=O)O)C1=O (configuration not stated),-8.5%[46.1 µM],9.6%,3.9%,-9.9%,3.6%,0.0%,4.9%,17.1%
O=C(NCCCCNC(=O)C1CCCC1)C1CCCC1,-4.0%[46.1 µM],-0.2%,6.2%,2.3%,3.1%,2.2%,-15.3%,-0.1%
CC(CN(C)C)C(C)(O)Cc1ccc(Cl)cc1 (configuration not stated),nt,1.3%,nt,-28.7%,-6.4%,-1.5%,nt,?
Nn1c(SCC(=O)Nc2ccc(F)cc2)nnc1-c1cccnc1,-8.8%[46.1 µM],0.8%,-7.4%,-14.5%,-2.3%,1.4%,-7.5%,-12.0%
Cc1nc2ccccc2nc1SCC(=O)c1ccccc1,-0.2%,3.7%,-9.6%,-20.9%,0.7%,-1.0%,1.2%,22.4µM*
O=C(O)CCN(CCC(=O)O)S(=O)(=O)c1ccccc1,-9.3%[46.1 µM],-1.3%,5.5%,-0.1%,-7.5%,-0.1%,-2.7%,7.8%
CCCNC(=O)CC(NS(=O)(=O)c1ccc(Cl)cc1)c1ccco1 (configuration not stated),-4.7%[46.1 µM],-17.8%,-4.7%,1.5%,-10.1%,2.5%,-0.2%,-1.0%
CCOC(=O)C1(CCCc2ccccc2)CCN(C(=O)CCOC)CC1,-17.7%,-8.4%,10.9%,5.6%,-6.5%,-1.2%,nt,0.447µM*
COC(=O)c1cc(NC(=O)Nc2cccc(Cl)c2)ccc1Cl,?,0.2%,-2.7%,7.94µM*[quencher],1.5%,-1.2%,-9.3%,-2.2%
COc1ccccc1-c1coc2cc(OC(=O)N3CCOCC3)ccc2c1=O,-4.0%,-5.7%,4.0%,3.3%,2.9%,0.0%,nt,nt
CSc1nc(SCCO)c2sc3nc(-c4ccco4)c4c(c3c2n1)CC(C)(C)OC4,?,-2.6%,15.6%,-6.1%,-0.3%,0.4%,-10.4%,?
CCn1c(SCc2ccc(F)cc2)nnc1-c1nn(-c2ccccc2)ccc1=O,-12.0%[46.1 µM],-2.5%,6.6%,4.9%,-6.5%,0.0%,0.4%,-9.8%
CCOC(=O)C1(CCCc2ccccc2)CCN(C(=O)CN2CCOC2=O)CC1,-6.9%,2.2%,-14.0%,-10.9%,2.8%,8.6%,-1.4%,?

# Reprinted at random: four compounds from above
SMILES,NPSR antag,GLA spleen mod,GAA glycogen mod,Tau fluor counter,GAA spleen mod,Epigenetic derep,GAA inh,ALDH1A1 block
CSc1nc(SCCO)c2sc3nc(-c4ccco4)c4c(c3c2n1)CC(C)(C)OC4,?,-2.6%,15.6%,-6.1%,-0.3%,0.4%,-10.4%,?
CCCNC(=O)CC(NS(=O)(=O)c1ccc(Cl)cc1)c1ccco1 (configuration not stated),-4.7%[46.1 µM],-17.8%,-4.7%,1.5%,-10.1%,2.5%,-0.2%,-1.0%
COc1ccccc1-c1coc2cc(OC(=O)N3CCOCC3)ccc2c1=O,-4.0%,-5.7%,4.0%,3.3%,2.9%,0.0%,nt,nt
CCOC(=O)C1(CCCc2ccccc2)CCN(C(=O)CN2CCOC2=O)CC1,-6.9%,2.2%,-14.0%,-10.9%,2.8%,8.6%,-1.4%,?

# Continuation.
SMILES,NPSR antag,GLA spleen mod,GAA glycogen mod,Tau fluor counter,GAA spleen mod,Epigenetic derep,GAA inh,ALDH1A1 block
COc1ccc(CN(C(=O)c2ccco2)c2ccc(C)cc2)cc1OC,-17.1%[7.67 µM],12.2%,-13.5%,3.1%,3.8%,-8.2%,-5.9%,7.94µM*
CCOC(=O)C1=C(c2ccccc2)N=C2SCC(=O)N2C1c1ccc(O)c(OC)c1 (configuration not stated),-13.3%[46.1 µM],-8.5%,-10.5%,-14.0%,-6.0%,-2.5%,2.8%,0.5%
Cc1ccc(SCc2ccc(C(=O)Nc3ccccc3C(=O)NC(C)C)cc2)cc1,-3.8%[46.1 µM],-1.7%,-8.4%,-19.8%,-2.0%,-0.9%,4.3%,2.6%
O=C(CSc1nc(-c2ccccc2)c(-c2ccccc2)[nH]1)Nc1ccc2c(c1)OCO2,-2.7%,-1.3%,-0.1%,?,-7.4%,1.0%,6.1%,?
CCN1C(=O)/C(=C2/C=Cc3ccccc3N2C)OC1=S,-3.7%[46.1 µM],0.5%,-8.9%,-14.7%,-3.7%,-1.3%,0.8%,-1.4%
CN(C(=O)Nc1cnc2ccccc2c1)c1ccccc1,1.6%,0.1%,2.4%,4.9%,-9.2%,-1.6%,12.5%,-2.6%
CC(O)c1nc2ccccc2n1CCCCOc1ccccc1 (configuration not stated),-1.9%,-2.4%,-8.3%,-14.1%,-2.4%,-1.4%,0.4%,-6.4%
Cn1cnnc1SC1CCCCC1NS(=O)(=O)c1ccccc1 (configuration not stated),2.0%[46.1 µM],-8.4%,-0.8%,-1.1%,-3.6%,-2.6%,-4.2%,7.94µM*
Cc1ccc(NC(=O)c2ccc(OCC3CCCO3)cc2)c(C)c1 (configuration not stated),-0.7%[46.1 µM],-1.8%,-2.4%,-6.7%,0.0%,0.0%,2.1%,11.0%
Cc1ccc2nc(NC(=O)CSCC(=O)OCC(=O)c3ccccc3)sc2c1,14.6%,6.1%,8.8%,-10.8%,-3.4%,0.0%,-6.2%,?
O=C(O)C1CC(=O)N(Cc2ccc3c(c2)OCO3)C1 (configuration not stated),-3.5%[46.1 µM],9.4%,1.6%,2.1%,12.1%,-1.1%,-12.2%,13.4%
CCCNC(=O)OC[C@@H]1O[C@H](CCO/N=C\c2ccc(C(=O)N3[C@H](c4ccc(C)cc4)[C@@H](C)CC[C@H]3C(=O)OC)cc2)C=C[C@@H]1Oc1ccc(OC)cc1,nt,-7.6%[17.5 µM],nt,-3.6%[11.6 µM],-5.9%[17.4 µM],3.4%[10.1 µM],nt,-4.9%[13.5 µM]
CCOC(=O)C1=C(Nc2ccccc2)CC(C)(O)C(C(=O)OCC)C1c1ccccc1 (configuration not stated),-9.1%,-6.6%,8.3%,11.2%,-5.2%,0.0%,6.1%,2.8%
O=C(c1ccco1)N1CCN(CCCCOc2cccc3ccccc23)CC1,-48.4%,-14.4%,0.3%,15.4%,-14.0%,-8.4%,-20.1%,-6.1%
CC(C)(C)N(Cc1ccccc1)C(=O)CSc1nc2ccccc2c(=O)[nH]1,-25.6%[46.1 µM],1.1%,-2.9%,-13.3%,-12.8%,-1.0%,-5.2%,?
C=CCSc1nnc2c(n1)OC(c1cccnc1)N(C(C)=O)c1ccccc1-2 (configuration not stated),-4.3%[46.1 µM],-8.2%,0.6%,1.0%,-15.9%,-1.1%,-9.4%,-4.6%
CSc1nnc2c3cc(C)ccc3n(Cc3ccccc3)c2n1,-1.1%[46.1 µM],7.0%,-1.2%,-4.1%,6.3%,13.1%,-7.6%,14.1µM*
COc1ccc(-n2nc(C)cc2Nc2ccccc2C(=O)O)cc1,21.9%,-1.5%,-6.9%,-17.1%,5.7%,-2.4%,nt,nt
COc1cccc(N2CC(O)Cn3c2nc2c3c(=O)n(CCCc3ccccc3)c(=O)n2C)c1 (configuration not stated),?,-1.2%,-3.3%,-14.4%,-1.2%,9.6%,-5.7%,?
COc1ccc(N(CC(=O)Nc2ccc(C)c(C)c2)S(=O)(=O)c2c(C)n[nH]c2C)cc1,?,4.2%,-4.6%,?,-1.8%,-1.7%,0.9%,-10.9%

# Source: PubChem BioAssay
